High-throughput results from PubChem.
E-sel inducer = E-selectin induction on HUVECs. HUVEC E-selectin immunofluorescence imaging; normalized: neutral wells 0, TNF-alpha wells 100. hit rate 0.37% among 260,000. activation, % at 7.58 µM. P16581. AID 686992;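 active means mean E-selectin-positive cell signal at least 10% of the positive control, reached in at least 60% of replicates, without over 20% cell loss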;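 further: in these data hits start at about 27%; measured in HUVEC primary endothelial cells; signal is the percent of cells scored E-selectin positive by PE staining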
Target sequence (P16581 whole entry, looked up): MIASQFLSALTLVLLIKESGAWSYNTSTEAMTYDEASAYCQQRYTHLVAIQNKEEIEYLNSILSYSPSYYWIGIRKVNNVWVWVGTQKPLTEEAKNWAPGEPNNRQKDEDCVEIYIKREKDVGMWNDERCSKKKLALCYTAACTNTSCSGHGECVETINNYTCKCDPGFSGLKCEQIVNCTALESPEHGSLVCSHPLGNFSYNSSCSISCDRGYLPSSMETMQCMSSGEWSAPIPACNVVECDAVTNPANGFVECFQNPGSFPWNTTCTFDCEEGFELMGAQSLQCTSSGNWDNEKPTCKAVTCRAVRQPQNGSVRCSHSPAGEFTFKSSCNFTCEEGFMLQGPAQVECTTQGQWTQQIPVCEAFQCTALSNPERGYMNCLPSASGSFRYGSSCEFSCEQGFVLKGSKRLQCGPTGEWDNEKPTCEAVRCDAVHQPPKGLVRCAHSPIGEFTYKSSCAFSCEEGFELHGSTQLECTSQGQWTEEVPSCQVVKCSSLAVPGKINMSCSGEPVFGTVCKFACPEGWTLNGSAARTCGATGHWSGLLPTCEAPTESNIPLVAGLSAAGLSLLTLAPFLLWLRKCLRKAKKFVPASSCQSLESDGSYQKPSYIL
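System: HUVEC, human umbilical vein endothelial cells; quantity: 3,000 cells/well; buffer or medium: EGM-2 medium, gelatin-coated wells; dosing: single-point compound dose; detection: immunofluorescence imaging; evaluation: % PE-positive cells; benchmarks: TNF-alpha, DMSO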
miR122 inh = miR-122 inhibition in Huh7 cells | Huh7 miR-122 Renilla luciferase sensor, 48 h; neutral wells = 0, positive control = 100 | activation (reporter increase), % at 12.5 µM | hit rate 0.3% among 340,000 | AID 602342;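 active means mean replicate activation score at least 90 and every replicate individually at or above 90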;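 further: higher luciferase means less miR-122 activity so hits act as miR-122 inhibitors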
Cneo AK release = causes C. neoformans cell lysis; adenylate kinase release luminescence, 4 h; normalised: neutral wells 0, clomiphene wells 100; lysis activity, % at 15 µM; hit rate 0.2% among 360,000; AID 651654;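 active means mean lysis activity across replicates of at least 80%, whatever share of replicates individually reach that level; inactive means mean lysis activity below 80%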
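Material: C. neoformans cells | Amount: Yeast cell density of 5 × 10^6 cells/mL | Medium: Fresh YPD growth medium | Dosing: Single dose | Times: Static 4 h at 37 °C with compound, 1 h detection | Detection: AK luminescence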
PglD DTNB = PglD (C. jejuni) enzyme inhibition | hit rate 0.098% among 360,000 | AID 602405 | inhibition, % at 12.5 µM | purified PglD enzyme, DTNB colorimetric CoA detection; in the data active means inhibition above about 16%, passing the limit was not always enough; further: strong numbers were not always called active
RAD52 anneal inh = RAD52 (human) annealing inhibition | P43351 | recombinant RAD52 DNA annealing, FRET fluorescence | inhibition, % at 18.7 µM | hit rate 0.46% among 360,000 | AID 651710;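 active means every replicate showing at least 50% inhibition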
Target sequence (P43351 whole entry, looked up): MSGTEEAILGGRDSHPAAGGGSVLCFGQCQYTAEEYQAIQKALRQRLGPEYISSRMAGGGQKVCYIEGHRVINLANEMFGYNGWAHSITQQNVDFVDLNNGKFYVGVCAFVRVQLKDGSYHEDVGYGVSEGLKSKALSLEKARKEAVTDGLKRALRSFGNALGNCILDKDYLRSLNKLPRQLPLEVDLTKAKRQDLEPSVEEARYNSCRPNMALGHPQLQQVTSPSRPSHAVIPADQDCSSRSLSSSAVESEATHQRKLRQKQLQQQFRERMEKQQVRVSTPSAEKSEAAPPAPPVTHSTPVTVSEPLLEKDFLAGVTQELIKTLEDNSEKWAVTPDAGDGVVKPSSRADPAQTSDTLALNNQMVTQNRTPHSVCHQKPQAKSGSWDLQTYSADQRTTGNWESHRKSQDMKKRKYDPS
ERAP1 inh = blocks human ERAP1 aminopeptidase activity. recombinant ERAP1, Leu-AMC fluorescence, 60 min. inhibition, % at 10.7 µM. hit rate 0.15% among 340,000. AID 652197;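 active means mean replicate inhibition of at least 30%, or all replicates individually reaching that 30% level; inactive means mean below 30% and not every replicate reaching it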;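 further: 0% = neutral control wells and 100% = L-leucinethiol positive control wells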
PGC1a acetyl inh = lowers PGC1a acetylation signal in U2OS cells; inhibition, % at 15.6 µM; AlphaScreen anti-acetyl-lysine; with virally co-expressed GCN5 acetyltransferase; hit rate 0.17% among 350,000;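 active means every replicate shows inhibition of at least 40%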;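 further: 0% = neutral control wells and 100% = positive control wells; some results beyond the cut were filed as inactive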
RAD54 inh = blocks human RAD54 Holliday junction branch migration. FAM/BHQ fluorescence. inhibition, % at 10.4 µM. hit rate 0.14% among 360,000. AID 602329;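 active means mean normalized replicate activity at least 40 and at least half of replicates scoring 40 or more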;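 further: 0% = median of neutral control wells and 100% = median of positive control wells; inhibitors cause a drop in the FAM fluorescence signal; in these data hits start at about 50%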
The depositor's hits bear a star; . = not tested or not shown; & = joins results of further samples; [ ] = dose if it differs, or a comment.

Screens in order: E-sel inducer	miR122 inh	Cneo AK release	PglD DTNB	RAD52 anneal inh	ERAP1 inh	PGC1a acetyl inh	RAD54 inh
- COc1cccc(CNc2ccc3[nH]c(=O)[nH]c3c2)c1OCc1ccccc1F
→ 0.0	-11	1	6	-11	1	-2	9
- C/C=C/c1ccc([C@H]2[C@@H](CO)N(C(=O)NCCC)[C@H]2CNC(=O)C2CC2)cc1
→ 0.4	36[16.7 µM]	5	-2	.	.	0	2
- Cc1cc(C)c(S(=O)(=O)N(C)CC(=O)NCc2ccccn2)c(C)c1
→ 0.1	.	.	.	-13	4	7	.
- CC(C)NC(=O)C(=O)c1cn(C)c2ccccc12
→ -0.5	7	3	2	-1	0	7	5
- O=C(CSc1ccccc1F)NCC(c1cccs1)N1CCOCC1 (stereo not given)
→ .	-5	0	-2	-19	0	-5	8
- N#Cc1cnn(Cc2ccccc2)c1/N=C/N1CCOCC1
→ .	-2	2	-1	.	.	-3	-7
- COc1ccc(CNC(=O)C2=CCN(S(=O)(=O)c3ccc(C)cc3)CC2)cc1
→ 0.0	-10	2	0	-38	1	-16	-9
- COc1ccccc1C(=O)Nc1ccc2c(c1)C(=O)N(C)C[C@@H](OC)[C@H](C)CN(CC1CC1)[C@H](C)CO2
→ 0.0	.	1	0	-2	3	-5	2
- Cc1cc(C)cc(C(=O)N2CCC(C(N)=O)CC2)c1
→ .	-1	2	-5	.	.	-6	2
- Cc1ccc(S(=O)(=O)Nc2ccc3c(c2)CC(=O)N([C@H](C)CO)C[C@H](C)[C@H](CN(C)S(=O)(=O)c2ccc(F)cc2)O3)cc1
→ 0.1	3[16.7 µM]	-2	1	.	.	-2	1
- CC(=O)N1CCN(c2ccc(NCc3ccc(-c4cccc(Cl)c4)o3)cc2)CC1
→ .	2	9	-4	.	.	18	2
- CCOC(=O)c1c(S(=O)(=O)N2CCCC(C(=O)Nc3cccc(C)n3)C2)c(C)n(C)c1C (stereo not given)
→ .	-2	1	5	-9	3	3	-10
- COc1cccc(C(=O)c2cc3ccc(O)cc3oc2=O)c1
→ .	-5	-3	-14	-28	-13	-2	-2
- C[C@H](CO)N1C[C@H](C)[C@H](CN(C)C(=O)c2ccccn2)Oc2ncc(-c3ccccc3)cc2C1=O
→ 0.2	16[16.7 µM]	81*	2	14	-2	6	4
- Cc1nnc(NC(=O)CCn2c(=O)oc3ccc(Cl)cc32)s1
→ 0.0	0	-2	-4	-24	0	2	-6
- CO[C@@H]1CN(C)C(=O)c2cc(NC(=O)c3ccc4c(c3)OCO4)ccc2OC[C@H](C)N(CC2CC2)C[C@@H]1C
→ 0.0	.	-1	1	-11	8	-5	4
- C[C@@H]1CCCCO[C@@H](CN(C)C(=O)Nc2ccc3c(c2)OCO3)[C@@H](C)CN([C@H](C)CO)C(=O)c2cc(NS(=O)(=O)c3ccc(F)cc3)ccc2O1
→ 0.4	0[16.7 µM]	-2	-2	.	.	12	3
- CCCOc1ccc(C2C3=C(Nc4nc(N)[nH]c(=O)c42)c2ccccc2C3=O)cc1 (stereo not given)
→ 2.0	56	3	2	5	-5	3	-9
- C[C@@H]1CN([C@@H](C)CO)C(=O)c2cccc(NC(=O)C3CC3)c2O[C@H]1CN(C)C(=O)Nc1ccc(C(F)(F)F)cc1
→ -0.4	-1[16.7 µM]	-4	1	8	-1	2	3
- COc1ccc(CNc2nc(NCc3ccc(OC)cc3)n(C(C)=O)n2)cc1
→ .	-1	1	2	.	.	5	0
- C[C@@H]1CCCCO[C@H](CN(C)C)[C@H](C)CN([C@H](C)CO)C(=O)c2cc(NS(=O)(=O)c3cn(C)cn3)ccc2O1
→ -0.1	4[16.7 µM]	-3	4	-21	3	-6	12
- CN(C)c1ccc(N2C(=O)CSC2=S)cc1
→ 0.0	-4	4	-2	-5	3	-24	3
- CC(=O)N(C)C[C@H]1Oc2cc(C#Cc3ccncc3)ccc2S(=O)(=O)N([C@H](C)CO)C[C@@H]1C
→ -0.1	-9[16.7 µM]	6	4	-44	0	-4	0
- Cc1ccc2oc(C(=O)N(C)Cc3ccon3)c(C)c2c1
→ .	-4	2	0	3	2	7	0
- CCN(CC)C(=O)Oc1ccc(Cl)c2cccnc12
→ -0.4	-7	2	6	0	.	14	-12
- C[C@H](CO)N1C[C@H](C)[C@H](CN(C)S(=O)(=O)c2ccccc2)Oc2ccc(NC(=O)Cn3cnnn3)cc2C1=O
→ 8.9	-10[16.7 µM]	.	.	2	0	2	.
- COCCCNC(=S)N(Cc1ccccc1)Cc1ccccc1
→ 0.0	0	-1	13	.	.	-9	5
- O=C(c1ccc(F)cc1)N1C[C@H]2[C@@H](c3ccccc31)[C@@H](CO)N2Cc1ccc2c(c1)OCO2
→ -0.2	17[16.7 µM]	-1	0	-3	0	-5	5
- Cc1ccc([N+](=O)[O-])cc1NC(=O)CN(C(=O)c1ccc(Cl)cc1)C1CCCCC1
→ .	2	-7	1	.	.	-28	0
- CCOP(=O)(OCC)/C(C#N)=C/c1ccc(-c2ccc(F)cc2F)o1
→ -1.7	-7	-2	-1	-9	8	.	8
- C[C@@H]1CN([C@@H](C)CO)C(=O)c2cccc(NC(=O)c3ccncc3)c2O[C@H]1CN(C)S(=O)(=O)c1ccc(F)cc1
→ -0.2	3[16.7 µM]	1	4	-4	4	5	-22
- Cc1sc(NC(=O)CSc2nnc(C(C)C)n2C)c(C#N)c1C
→ .	-1	1	-4	.	.	-8	-3
- CNC(=O)C[C@@H]1CC[C@H]2[C@@H](COc3ccc(NC(=O)Nc4ccc(C)cc4)cc3C(=O)N2C)O1
→ 0.0	6[16.7 µM]	6	3	2	-1	8	-7
- Cc1ccc(C)c(Cn2c(=O)n(CCC(=O)NCc3ccco3)c(=O)c3sccc32)c1
→ .	.	6	1	.	.	3	5
- COc1ccc(Cn2c(=O)sc3ccccc32)cc1OC
→ .	-3	4	6	.	.	.	-11
- Cn1c(=O)c2cc(NC(=O)CC(C)(C)C)ccc2n1-c1ccccc1F
→ 0.3	-8	0	-2	-13	-1	12	1
- Cc1nn(C)cc1CNC(=O)C1CCC(=O)N(Cc2cccc(C(F)(F)F)c2)C1 (stereo not given)
→ -0.1	-5	3	0	-4	-4	-7	0
- O=C(CCCn1c(=S)[nH]c2cc3c(cc2c1=O)OCO3)NCc1ccco1
→ 3.2	-2	-1	-4	-21	-3	-4	-17
- Cc1cccc(-c2nsc(SCC(=O)N3CCCC3)n2)c1
→ .	-8	-1	-8	.	.	95*	1
- CC(C)CNC(=O)C(=O)Nc1cc2c3c(c1)C(C)C(=O)N3CCC2 (stereo not given)
→ 10	0	-1	-2	-6	0	-5	9
- CCOc1ccc(N(CC(=O)NCc2ccccc2)C(=O)CCC(=O)Nc2nccs2)cc1
→ .	4	2	-4	-13	2	-4	-1
- CNC[C@@H]1Oc2ccc(NC(=O)Nc3ccccc3)cc2C(=O)N([C@@H](C)CO)C[C@@H]1C
→ -3.1	-10[16.7 µM]	52	2	1	1	9	6
- Cc1ccccc1NC(=S)N1CCN(c2ccccc2C)CC1
→ .	0	4	5	6	-1	-20	2
- COCc1c(C(=O)N/N=C/c2ccncc2)nnn1-c1nonc1N
→ 0.1	-11	0	-9	-15	-3	5	-10
- Nc1ncn([C@@H]2O[C@H](CO)[C@@H](O)[C@H]2O)c(=O)n1
→ -0.2	-26	-1	4	6	1	-2	7
- O=C(Nc1ccc(-c2cn3c(n2)SCC3)cc1)c1ccco1
→ 0.0	.	.	.	-18	-2	-7	.
- C=CCc1ccccc1OCC(O)CN1CCN(c2ccccc2OC)CC1 (stereo not given)
→ -0.1	3&3	2&-1	-3&7	-9	0	6&-15	1&-8
- c1ccc(-n2nnnc2Sc2ncnc3sc4c(c23)CCCC4)cc1
→ .	-11	-1	3	.	.	3	2
- COC(=O)c1ccc(C(=O)Nc2ccc3nc(-c4ccncc4)[nH]c3c2)cc1
→ 0.0	-2	0	-1	-16	1	.	8
- COc1ccccc1NC(=O)COC(=O)c1cc2ccccc2cc1O
→ -0.5	-6	1	-5	0	0	-3	5
- O=C(C[C@H]1C[C@@H]2c3cc(NC(=O)C4CCOCC4)ccc3O[C@@H]2[C@@H](CO)O1)NC1CCCCC1
→ -0.2	2[16.7 µM]	-6	1	-13	0	-6	5
- COCc1c(Br)c(C)nc(OCC(=O)N/N=C/c2ccco2)c1C#N
→ 6.2	-1	.	.	-27	10	-13	.
- CC1=C(C(=O)N(C)C)CC(CC(=O)NC(c2ccccc2)c2ccccc2)C(=O)N1CCCN1CCCC1=O (stereo not given)
→ .	-3	-1	-2	-11	-1	-14	6
- Cc1c(OCC(=O)NCCCn2ccnc2)ccc2c3c(c(=O)oc12)CCCC3
→ -0.2	.	2	-2	-2	-1	.	14
- O=C(O)/C=C/C(=O)c1c(-c2ccccc2)[nH]c2ccccc12
→ -0.4	.	-1	5	-13	-12	.	18
- CC(OC(=O)c1ccccc1C(=O)N(C)c1ccccc1)C(=O)Nc1ccccc1[N+](=O)[O-] (stereo not given)
→ -0.2	19	3	0	-7	-1	.	8
- C[C@H]1CN([C@@H](C)CO)C(=O)Cc2cc(NC(=O)Cc3ccccc3)ccc2O[C@@H]1CN(C)S(=O)(=O)c1ccc(Cl)cc1
→ -2.1	0[16.7 µM]	-3	-1	0	1	-1	-9
- C=CCn1c(-c2cccn(Cc3ccccc3)c2=O)n[nH]c1=S
→ .	8	-4	-5	.	.	5	-3
- COc1cccc(NC(=O)C2CCN(S(=O)(=O)c3ccc4c(c3)NC(=O)CO4)CC2)c1
→ .	-11	2	-6	-8	0	-6	-12
- CC(C)c1ccc(C2C(C(=O)c3ccco3)=C(O)C(=O)N2CCN2CCOCC2)cc1 (stereo not given)
→ .	-3	1	-4	-29	-1	.	-1

Other records
Screens in order: E-sel inducer	miR122 inh	Cneo AK release	PglD DTNB	RAD52 anneal inh	ERAP1 inh	PGC1a acetyl inh	RAD54 inh
- Cc1cc2ncn(-c3ncnc4scc(-c5ccccc5)c34)c2cc1C
→ .	-13	5	1	.	.	.	-3
- O=C(N/N=C/c1ccc([N+](=O)[O-])o1)C1CCCC1
→ 0.0	-2	8	-2	-27	-1	.	-4
- O=C(NCC1CCCO1)c1cc2n(n1)C(C(F)(F)F)CC(c1ccc(Br)cc1)N2 (stereo not given)
→ .	-5	1	-5	.	.	-2	-3
- O=C(CS(=O)CC(=O)N(c1ccccc1)C(C(=O)NC1CCCCC1)c1ccco1)Nc1ccc(F)cc1 (stereo not given)
→ 0.3	-2	1	-7	-13	0	.	-6
- CCC(=O)N(C)C[C@@H]1Oc2cc(-c3ccncc3)ccc2S(=O)(=O)N([C@@H](C)CO)C[C@H]1C
→ -0.4	8[16.7 µM]	0	-4	3	2	-3	-2

Rewritten comma-delimited: 5 of the compounds above
mol,E-sel inducer,miR122 inh,Cneo AK release,PglD DTNB,RAD52 anneal inh,ERAP1 inh,PGC1a acetyl inh,RAD54 inh
CCN(CC)C(=O)Oc1ccc(Cl)c2cccnc12,-0.4,-7,2,6,0,.,14,-12
COc1cccc(NC(=O)C2CCN(S(=O)(=O)c3ccc4c(c3)NC(=O)CO4)CC2)c1,.,-11,2,-6,-8,0,-6,-12
CNC[C@@H]1Oc2ccc(NC(=O)Nc3ccccc3)cc2C(=O)N([C@@H](C)CO)C[C@@H]1C,-3.1,-10[16.7 µM],52,2,1,1,9,6
COc1ccccc1C(=O)Nc1ccc2c(c1)C(=O)N(C)C[C@@H](OC)[C@H](C)CN(CC1CC1)[C@H](C)CO2,0.0,.,1,0,-2,3,-5,2
CC(C)c1ccc(C2C(C(=O)c3ccco3)=C(O)C(=O)N2CCN2CCOCC2)cc1 (stereo not given),.,-3,1,-4,-29,-1,.,-1
